Screening results as filed in PubChem BioAssay.
CXCR6 block: inhibitors of human CXCR6 receptor. O00574. CHO-K1 PathHunter CXCR6 beta-arrestin, luminescence. inhibition, % at 20 µM. actives 0.36% (n = 360,000). AID 602244; in the data active = inhibition above about 34%, passing the limit was not always enough;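 note: antagonist mode with CXCL16 agonist at 10 nM final; 0% = 10 nM CXCL16 with DMSO and 100% = unstimulated wells without agonist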
Target sequence (O00574 whole entry, looked up): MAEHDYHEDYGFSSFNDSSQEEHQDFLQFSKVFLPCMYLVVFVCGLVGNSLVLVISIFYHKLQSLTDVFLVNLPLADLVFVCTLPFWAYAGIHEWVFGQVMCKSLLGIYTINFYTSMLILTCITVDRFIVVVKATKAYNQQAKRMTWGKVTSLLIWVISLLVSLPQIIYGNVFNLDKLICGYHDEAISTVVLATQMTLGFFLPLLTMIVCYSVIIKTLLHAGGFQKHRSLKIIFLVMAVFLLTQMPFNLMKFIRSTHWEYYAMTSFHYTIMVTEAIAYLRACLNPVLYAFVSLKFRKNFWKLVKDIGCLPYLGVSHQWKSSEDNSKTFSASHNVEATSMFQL
EBI2 block: blocks human EBI2 receptor beta-arrestin signaling | P32249 | EBI2 beta-arrestin recruitment, luminescence, 7a,25-OHC stimulated | inhibition, % at 5 µM | actives 0.81% (n = 360,000) | AID 651636; in the data active = inhibition above about 38%;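 note: enzyme fragment complementation signal reports receptor beta-arrestin coupling in cells; 0% = agonist plus DMSO wells and 100% = wells without agonist; some results beyond the cut were filed as inactive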
Target sequence (P32249 whole entry, looked up, the tested form may be a part): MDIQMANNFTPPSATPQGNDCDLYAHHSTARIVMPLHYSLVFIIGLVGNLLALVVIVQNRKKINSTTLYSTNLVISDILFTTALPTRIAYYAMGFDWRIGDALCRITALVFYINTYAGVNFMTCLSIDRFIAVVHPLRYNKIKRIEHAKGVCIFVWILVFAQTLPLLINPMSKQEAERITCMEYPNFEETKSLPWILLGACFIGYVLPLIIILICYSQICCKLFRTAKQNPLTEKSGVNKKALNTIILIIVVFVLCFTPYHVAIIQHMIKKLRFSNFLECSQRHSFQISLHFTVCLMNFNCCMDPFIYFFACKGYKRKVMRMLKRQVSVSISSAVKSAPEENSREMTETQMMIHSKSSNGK
An asterisk follows results filed as active; & = joins results of further samples. The list is partial (hit frequency here may not be typical).

CXCR6 block,EBI2 block,mol
-13,0,CC1(Cc2ccc(Cl)cc2)C(=O)Nc2ccc(S(=O)(=O)NC3CCCCC3)cc21 (stereo not given)
2,0,CCCNC(=O)C1(C)CCCN(Cc2c(C)nn(-c3ccccc3)c2C)C1 (stereo not given)
1,-1,COc1ccc(NC(=O)C2(C)CCCN(C(C)=O)C2)cc1F (stereo not given)
3,2,COc1ccc(-c2csc(C(O)c3ccc(F)cc3)n2)cn1 (stereo not given)
-3,-4,O=C(CCN1CCCO1)N1CCCC(Nc2cccc(F)c2)C1 (stereo not given)
0,5,CC1(C(=O)NCc2ccc(C(F)(F)F)cc2)CCN1Cc1c(F)cccc1F (stereo not given)
6,-8,C[C@@H]1Cn2cnc(C(=O)NCC(=O)OC(C)(C)C)c2C(=O)N1
9,1,NC(c1csc(Nc2ncccn2)n1)c1ccccc1Cl (stereo not given)
5,5,C[C@H](CO)N1C[C@H](C)[C@@H](CN(C)C(=O)Nc2cc(F)ccc2F)Oc2ncc(-c3cccc(F)c3)cc2C1=O
-5,-4,CC1(C(=O)NS(=O)(=O)c2ccc(C#N)cc2)CCN1C(=O)Cc1ccc(Cl)cc1Cl (stereo not given)
3,-6,O=C(COn1nnc2ccc(S(=O)(=O)N3CCOCC3)cc21)NCc1cccc(Cl)c1
4,1,COC(=O)C[C@H]1C[C@@H]2c3cc(NC(=O)CN(C)C)ccc3O[C@@H]2[C@H](CO)O1
4,0,Cc1ccc(Nc2nc(C)cc(C)c2C#N)c(C)c1
-1,3,COc1cccc(NC(=O)C2(C)CCN2Cc2ccccc2OC(F)F)c1 (stereo not given)
1,-8,C[C@H]1CN(c2ccccc2)C(=O)[C@@H]1CC(=O)Nc1ccccc1
-1,-4,CCCCNC(=O)C[C@@H]1C[C@@]2(C(=O)OC)CCCCC=C2N(Cc2ccccc2)C1=O
-6,7,CC1(Cc2ccccc2OC(F)(F)F)C(=O)Nc2ccc(S(=O)(=O)NC3CCCCC3)cc21 (stereo not given)
42*,29,CCc1nc2c(OCCC3CCCCC3)cccn2c1N(C)C(=O)c1ccc(C)cc1
-3,29,COCCNc1nc(NCC2CCCCC2)c2sc(-c3ccccc3)cc2n1
-2,5,CCOc1ccc(CCN2C(=O)C(=O)N([C@@H](Cc3ccc(O)cc3)CN3CCC[C@H]3CN3C(=O)C(=O)NC[C@@H]3Cc3ccc(O)cc3)C[C@@H]2Cc2ccccc2)cc1
-4,-12,C[C@H]1COc2cc(N3CCC[C@@H]3CO)ccc2S(=O)(=O)N1
3,1,O=C(Nc1ccccc1)OC[C@@H]1C=CS(=O)(=O)N1Cc1ccc(Br)cc1
-4,1,CCOC(=O)[C@]12CCC=C1N(CCC1=CCCCC1)C(=O)[C@H](CC(=O)NCCc1ccccc1OC)C2
-2,-2,CCCc1c(C(=O)N/N=C/c2ccc(OCc3ccccc3)cc2)nnn1-c1nonc1N
20,-4,O=C(Nc1ccn(CCCN2CCN(c3ccccc3)CC2)c(=O)n1)OCc1ccccc1
-6,-14,CC(=O)c1ccc(OC2(C)CCN(Cc3ccc(OC(F)(F)F)cc3)C2)cc1 (stereo not given)
-2,12,Cc1cc(=O)oc2cc(OCC(=O)NC3(C#N)CCCCC3)ccc12
2,-6,COc1cccc(NC(=O)N(C)C[C@@H]2Oc3ncc(Br)cc3C(=O)N([C@@H](C)CO)C[C@H]2C)c1
5,-3,COc1ccc(N2C(=O)CC(Sc3nccc(C)n3)C2=O)c(OC)c1 (stereo not given)
-5,-11,COc1ccc(CN2C[C@@H](CO)O[C@@H](n3cnc4c(NCCCO)ncnc43)C2)cc1
0,12,CN(C)c1ccc(CNC(=O)C2(C)Cc3c(-c4cccc(C(F)(F)F)c4)ccnc3O2)cc1 (stereo not given)
-13&-3,7&2,O=C1c2ccccc2C(c2nnnn2-c2ccc3c(c2)OCCO3)N1Cc1cccc(F)c1 (stereo not given)
13,30,Cc1cccc(C)c1-n1nnnc1C(c1ccnc2ccccc12)N(C)Cc1ccccc1 (stereo not given)
-9,-2,OC(c1ccc(Cl)c(Cl)c1)c1ncc(-c2ccc(Cl)cc2)[nH]1 (stereo not given)
-12,17,COc1ccccc1-c1cnc(C(O)c2cc(Cl)cc(Cl)c2)[nH]1 (stereo not given)
0,-3,CCCNC(=O)c1cc(C2CCCN(S(=O)(=O)c3cccs3)C2)on1 (stereo not given)
1,-12,COc1ccccc1S(=O)(=O)N(C)C[C@@H]1OCc2cnnn2CCCC(=O)N([C@H](C)CO)C[C@@H]1C
-4,-11,O=C1OCCOC2CCCc3oc(C4=CCCCC4)c1c32 (stereo not given)
12,24,CC1(C(=O)Nc2cccc(Oc3ccccc3)c2)CCN1C1Cc2ccccc2C1 (stereo not given)
9,-4,CC1(C(=O)Nc2ccccc2Br)CCN1C(=O)Cc1ccccc1Cl (stereo not given)
4,8,CCC(Sc1nc2ccsc2c(=O)n1Cc1ccc(C(=O)O)cc1)C(=O)Nc1cc(Cl)ccc1C (stereo not given)
-4,16,O=C(NC(c1ccc2c(c1)OCO2)c1ccccn1)C1CCN(CCOc2ccc(Cl)cc2Cl)CC1 (stereo not given)
-3,-4,CN(C)Cc1ccccc1CNC(=O)c1ccc(Cl)c(S(=O)(=O)NC2CC2)c1
-3,9,COc1ccc(-c2csc(C(C)(O)c3ccc(F)c(F)c3)n2)cn1 (stereo not given)
8,3,CNC(=O)OCc1nc(SC2CCCCO2)n(C)c1COC(=O)NC (stereo not given)
7,21,CCOC(=O)C1=C(C)NC(C)=C(C(=O)OCC)C1c1cccc([N+](=O)[O-])c1
0,-4,N#Cc1c(Cl)cccc1N1CCSCC1
4,-4,CCN(CC)CCC12CC(C)OC1=Nc1ccccc1NC2=O (stereo not given)
2,26,CC(=O)Nc1cc(-c2cccc(C(=O)N(C)C)c2)cn2c(-c3ccccc3)cnc12
9,4,COc1ccc(Cl)cc1C(=O)NC1CC(C)(C)NC(C)(C)C1

Next entries
CXCR6 block,EBI2 block,mol
9,-3,Cc1nc(C(F)(F)F)ccc1C(=O)N1CCC1(C)C(=O)NS(=O)(=O)c1ccc(C(C)(C)C)cc1 (stereo not given)
-1,25,COc1ccc(-c2ccc(C(=O)Nc3cccc(N(C)C)c3)c3occc23)c(C)c1
7,4,Cc1ccc(-c2nc3cc(C)c(Br)c(C)n3c2Cc2cccc(Cl)c2)cc1
10,14,COc1ccccc1C(NC(=O)C1CCN(CCOc2ccc(Cl)cc2)CC1)c1ccccn1 (stereo not given)
-4,7,COc1ccc(OC)c(NC(=O)Nc2nc(CN)cs2)c1
-8,13,OC[C@@H]1CN(Cc2ccncc2)C[C@H](n2cnc3c(N4CCN(c5ccccc5)CC4)ncnc32)O1
6,11,CN(C)c1ccc(CNC(=O)C2(C)Cc3c(-c4ccc(N(C)C)cc4)ccnc3O2)cc1 (stereo not given)
13,-2,COc1cc(N)ccc1Nc1c2ccccc2nc2ccccc12
0,-3,CC(=O)Nc1cccc(-c2cc3nc(NCc4cccnc4)n(C)c(=O)c3s2)c1
-3,-7,COc1ccc(C(=O)Nc2c(F)c(F)c(F)c(F)c2F)cc1OC
2,24,CCCc1nc2c3ccccc3ccn2c1CC(C)(C)C
2,1,CC1(C(=O)NS(=O)(=O)C2CC2)CCCN(C(=O)Cc2ccc3ccccc3c2)C1 (stereo not given)
-2,-5,CCCCNC(=O)C1(C)CCN1C(=O)c1oc2ccccc2c1C (stereo not given)
4,-6,C[C@H]1CN([C@@H](C)CO)C(=O)CCCn2nncc2CO[C@@H]1CN(C)S(=O)(=O)c1ccc2ccccc2c1
-4,-9,OC[C@@H]1CN(C2CCCC2)C[C@H](n2cnc3c(NC4CCC4)ncnc32)O1
-1,-1,CN(C)c1cccc(NC(=O)C2Cc3c(-c4cccnc4)ccnc3O2)c1 (stereo not given)
-3,-12,COc1cccc(CNC(=O)[C@@H]2CCCN2C(=O)[C@H]2CCCCN2C(=O)c2cccc(OC)c2)c1
21,4,Cc1ccc(Cc2c(-c3ccccc3)nc3ccc(Cl)cn23)cc1
-11,1,O=C(NCCc1ccc(O)cc1)c1[nH]c(C(F)(F)F)nc1-c1ccccc1
-14,-8,CC(=O)c1c(O)cc2c3c1OC(C)(C)C1CCC(C)(CC31)O2 (stereo not given)
6,6,Cc1ccc([C@H]2C[C@H](O)[C@@H](n3cc(C4CC4)nn3)CN2C(=O)c2cccs2)cc1
1,-11,C/C(NCCc1ccccc1)=C1/CCOC1=O
0,-4,CCOC(=O)C1(C)CCCN(C(=O)c2ccccc2F)C1 (stereo not given)
-7,-5,COc1ccc(N2CCN(c3cncc(C)n3)CC2)cc1
8,16,O=C(NC(c1ccc(F)cc1)c1cnccn1)C1CCN(CCOc2ccc(Cl)cc2Cl)CC1 (stereo not given)

Retrieved by compound from above (4):
CXCR6 block,EBI2 block,mol
-1,-1,CN(C)c1cccc(NC(=O)C2Cc3c(-c4cccnc4)ccnc3O2)c1 (stereo not given)
4,-6,C[C@H]1CN([C@@H](C)CO)C(=O)CCCn2nncc2CO[C@@H]1CN(C)S(=O)(=O)c1ccc2ccccc2c1
2,24,CCCc1nc2c3ccccc3ccn2c1CC(C)(C)C
13,-2,COc1cc(N)ccc1Nc1c2ccccc2nc2ccccc12

In the list so far, 4 contain bromine:
CXCR6 block,EBI2 block,mol
3,1,O=C(Nc1ccccc1)OC[C@@H]1C=CS(=O)(=O)N1Cc1ccc(Br)cc1
2,-6,COc1cccc(NC(=O)N(C)C[C@@H]2Oc3ncc(Br)cc3C(=O)N([C@@H](C)CO)C[C@H]2C)c1
9,-4,CC1(C(=O)Nc2ccccc2Br)CCN1C(=O)Cc1ccccc1Cl (stereo not given)
7,4,Cc1ccc(-c2nc3cc(C)c(Br)c(C)n3c2Cc2cccc(Cl)c2)cc1

(list continues)
CXCR6 block,EBI2 block,mol
9,29,CC(=O)Nc1cc(-c2ccccc2)cn2c(-c3ccc(F)c(Cl)c3)cnc12
3,-22,COc1ccc(-c2cnc3c(NC=O)cc(-c4ccc(C(=O)N5CCOCC5)cc4)cn23)cc1OC
-12,9,O=C(Cn1cc(COc2ccc3ccccc3c2)nn1)NS(=O)(=O)c1cccc(OC(F)F)c1
6,-1,CCn1nccc1NC(=O)c1csc([C@@H]2C[C@H](O)[C@@H](CO)O2)n1
-2,7,Cc1cc(C)nc(NS(=O)(=O)c2ccc(NCN3C(=O)c4ccccc4C3=O)cc2)n1
-4,-2,CCc1nc2ccc(C(=O)NCCCN3CCCC3=O)cn2c1N(CC)CCN(C)C
-5,1,O=C(C[C@@H]1C[C@H]2c3cc(NC(=O)NC4CCCCC4)ccc3O[C@H]2[C@H](CO)O1)NC1CCCCC1
4,6,FC(F)(F)c1ccccc1Cc1c(-c2ccc(Cl)cc2)nc2ccc(Cl)cn12
-6,-1,COc1cccc(NC(=O)N(C)C[C@H]2OCc3cnnn3CCCC(=O)N([C@H](C)CO)C[C@@H]2C)c1
3,-10,CN(C)CCN1CCN(C2CN(CCc3ccccc3)S(=O)(=O)C2)CC1 (stereo not given)
-10,0,CN(C)c1ccc(-c2csc(C(O)c3ccc(F)cc3)n2)cc1 (stereo not given)
-2,-5,CNc1ncnc2c1ncn2[C@H]1CN(Cc2ccncc2)C[C@@H](CO)O1
-8,47*,CC(C)Nc1ncnc2c1ncn2[C@H]1CN(Cc2ccc(F)cc2)C[C@@H](CO)O1
-1,-6,CC1(Cc2ccc3ccccc3n2)C(=O)Nc2ccc(OC(F)(F)F)cc21 (stereo not given)
0,6,CCOC1=C2[C@H](c3ccccc3)N(S(=O)(=O)c3ccc(C)cc3)C(C(C)(C)C)[C@H]2n2c(=O)n(-c3ccccc3)c(=O)n2C1 (stereo not given in full)
4,24,CCC(O)c1cnc(OCc2ccccc2)nc1OCc1ccccc1 (stereo not given)
-5,-5,CCOc1ccc(NC(=O)c2cccc(S(=O)(=O)NCc3cccnc3)c2)cc1
4,-13,CC(NC(=O)C1CCCN1C(=O)c1cccs1)c1ccc(Cl)cc1Cl (stereo not given)
-5,35,COc1ccc(-c2csc(Nc3ccc(Oc4ccccc4)cc3)n2)cc1
-3,1,Nc1ccc(Cl)cc1C(=O)c1ccc[nH]1
8,4,CCc1nc2c(OCc3ccc(F)c(F)c3)cccn2c1N(C)C(=O)c1cccs1
-6,-2,CCOC(=O)C1=CCN(S(=O)(=O)c2ccc(C)cc2)C1c1cccs1 (stereo not given)
14,35,CCOC(=O)C1=CCN(S(=O)(=O)c2ccccc2C)C1c1ccc(Cl)c(Cl)c1 (stereo not given)
-10,-7,Cc1cn([C@H]2C[C@H](O)[C@@H](CNC(=O)CNC(=O)CN)O2)c(=O)[nH]c1=O
1,-1,CC(=O)Nc1ccc(-c2cc(C(=O)O)c3cc4ccccc4cc3n2)cc1
-4,-2,CC1(C(=O)NS(=O)(=O)c2ccc(Cl)cc2)CCN1C(=O)Cc1ccc(Cl)cc1Cl (stereo not given)
-4,-5,CC1=C(C(=O)N(C(C)C)C(C)C)CC(CC(=O)NCCN2CCOCC2)C(=O)N1Cc1ccc(C(C)(C)C)cc1 (stereo not given)
-2,5,O=C(Nc1ccc(S(=O)(=O)Nc2nccs2)cc1)c1ccncc1
-1,-2,C[C@@H]1CN([C@@H](C)CO)C(=O)c2cc(Br)cnc2O[C@H]1CN(C)C(=O)NC1CCCC1
-6,9,C[C@@H]1CN([C@H](C)CO)C(=O)c2c(c3ccccc3n2C)-c2ccccc2CO[C@@H]1CN(C)Cc1ccc(O)cc1
-3,-2,CCN(CC(=O)Nc1c(F)cccc1F)C(=O)c1cccn1C

Ordered by formula weight (largest number first): some entries from above
CXCR6 block,EBI2 block,mol
-1,-2,C[C@@H]1CN([C@@H](C)CO)C(=O)c2cc(Br)cnc2O[C@H]1CN(C)C(=O)NC1CCCC1
-2,5,O=C(Nc1ccc(S(=O)(=O)Nc2nccs2)cc1)c1ccncc1
-3,-2,CCN(CC(=O)Nc1c(F)cccc1F)C(=O)c1cccn1C
